Screening results deposited in PubChem by National Center for Advancing Translational Sciences (NCATS).
TR SRC2 fluor cs: counter-screen for TRb-SRC2 inhibitors: fluorescence interference | TRb/SRC2 Texas Red total fluorescence interference | Potency, µM (highest dose often 106 µM), without a hit: top-dose fluorescence change, negative = quenching | 280,000 tested, 0.29% active; active = well fitted curve in either direction with a large enough effect; inconclusive = small, poorly fitted or top-dose-only effect; also: % is scaled to controls: 0 for no effect and ±100 for the full control effect
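Flags fluorescent or light-absorbing compounds by total fluorescence, S + 2P, at 555 nm excitation and 632 nm emission. Mixture: 20 nM Texas Red SRC2 peptide, 0.6 uM human TRb LBD, 1 uM T3, 5% DMSO; compound exposure 5 h at ambient temperature.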
GoLoco inh red: inhibitors of human Gai1-RGS12 GoLoco interaction (red fluorophore) | 230,000 tested, 0.44% active | AID 880 | P63096 | Potency, µM (series often up to 61.6 µM), for inactives: at the top dose activity, negative = inhibition, actives largely listed as inhibitors | Gai1:RGS12 GoLoco peptide FP, rhodamine, 10 min; active = well fitted inhibition curve with a large enough effect, not every such curve was filed as active; inactive = no such curve, though single readings can be large or run the other way; also: % is scaled to controls: 0 for no effect and ±100 for the full control effect; nearly all actives have a fitted effect of over 30% in size; many of its hits are not listed in these tables
RECQ1 inh: RECQ1 (human) helicase inhibition; P46063; RECQ1 DNA unwinding, red fluorescence kinetic read; Potency, µM (titrated, usually from 57.3 µM), for inactives: top-dose activity, negative = inhibition, usual class: inhibitors; 240,000 tested, 0.54% active; AID 2549;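 also: plate controls were vehicle for no effect and no enzyme for full effect; nearly all actives have a fitted effect of over 30% in size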
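RECQ1T1 50 nM; forked duplex (20 bp + 30-nt ss tails) 200 nM, ATP 2 mM final; pH 8.0, 2 mM MgCl2, 2.5 ug/ml poly(dI-dC); 15 min compound preincubation; discontinuous kinetic read over 2 h at RT.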
JMJD2E inh: blocks human JMJD2E demethylase activity; B2RXH2; JMJD2E catalytic domain, FDH-coupled NADH fluorescence (FDH is formaldehyde dehydrogenase); Potency, µM (top dose mostly 57.1 µM), without a hit: top-dose activity change, negative = inhibition, hits mostly inhibitors; 230,000 tested, 1.6% active; AID 2147; active = well fitted inhibition curve with a large enough effect, not every such curve was filed as active; inconclusive = small, poorly fitted or top-dose-only effect, or another doubt; inactive = no such curve, though single readings can be large or run the other way;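 also: 0% = wells with enzyme and -100% = buffer wells without enzyme; nearly all actives have a fitted effect of over 50% in size; many of its hits are not listed in these tables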
Target sequence (B2RXH2 1-337 limits assumed): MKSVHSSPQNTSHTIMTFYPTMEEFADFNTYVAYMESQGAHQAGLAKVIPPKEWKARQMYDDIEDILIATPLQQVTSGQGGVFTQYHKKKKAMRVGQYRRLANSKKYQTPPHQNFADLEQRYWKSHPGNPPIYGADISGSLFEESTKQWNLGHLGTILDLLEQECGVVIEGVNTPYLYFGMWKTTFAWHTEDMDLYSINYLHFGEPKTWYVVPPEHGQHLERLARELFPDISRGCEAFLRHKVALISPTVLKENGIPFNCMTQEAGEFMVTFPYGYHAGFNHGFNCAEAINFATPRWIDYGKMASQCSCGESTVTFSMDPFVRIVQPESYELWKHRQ
Lamin A splicing: modulators of lamin A splicing. HeLa LMNA splicing GFP/RFP minigene ratio, 48 h. Potency, µM (top dose mostly 46.1 µM), for inactives: top-dose ratio change, negative = inhibition, usual class: inhibitors. 200,000 tested, 0.01% active. AID 1487; active = well fitted inhibition curve with a large enough effect in the signal ratio, with a control signal flat, not every such curve was filed as active; inconclusive = small, poorly fitted or top-dose-only effect, or effect the other way, or a change in a side signal; the % refers to the signal ratio; also: % is scaled to controls: 0 for no effect and ±100 for the full control effect
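Read-out is the ratio of GFP to DsRed2 object intensity, acquired by 488 nm laser-scanning cytometry on HeLa lamin A-EGFP minigene reporter cells. Compound incubation 48 hrs at 37 °C in Opti-MEM with 2% FBS; DMSO 0.5% final.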
SMN2 splice up: SMN2 splice variant enhancement. HEK293 SMN2-luciferase splicing reporter, luminescence, 30-36 h. Potency, µM (titrated, usually from 46.1 µM), without a hit: at the highest dose activity change, positive = activation, usual class: activators. 210,000 tested, 2.8% active. AID 1458; also: % of control where 0% means no effect; nearly all actives have a fitted effect of over 55% in size
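HEK293 cells carry an SMN2 […]–luciferase reporter in which exon 7 inclusion puts luciferase in frame. Cells were plated 10-12 h before compound addition, then incubated 30-36 h at 37C. ONE-Glo luminescence was read; sodium butyrate at 4.5 mM final served as control.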
ALDH1A1 inh: blocks purified human ALDH1A1 activity; P00352; Purified ALDH1A1, NADH fluorescence, propionaldehyde substrate; Potency, µM (series often up to 75.3 µM), without a hit: top-dose activity, negative = inhibition, most hits filed as inhibitors; 220,000 tested, 7.3% active; AID 1030; active = well fitted inhibition curve with a large enough effect, not every such curve was filed as active; inconclusive = small, poorly fitted or top-dose-only effect, or another doubt; inactive = no such curve, though single readings can be large or run the other way;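 also: plate controls were no enzyme wells and a reference inhibitor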
Target sequence (P00352 whole entry, looked up): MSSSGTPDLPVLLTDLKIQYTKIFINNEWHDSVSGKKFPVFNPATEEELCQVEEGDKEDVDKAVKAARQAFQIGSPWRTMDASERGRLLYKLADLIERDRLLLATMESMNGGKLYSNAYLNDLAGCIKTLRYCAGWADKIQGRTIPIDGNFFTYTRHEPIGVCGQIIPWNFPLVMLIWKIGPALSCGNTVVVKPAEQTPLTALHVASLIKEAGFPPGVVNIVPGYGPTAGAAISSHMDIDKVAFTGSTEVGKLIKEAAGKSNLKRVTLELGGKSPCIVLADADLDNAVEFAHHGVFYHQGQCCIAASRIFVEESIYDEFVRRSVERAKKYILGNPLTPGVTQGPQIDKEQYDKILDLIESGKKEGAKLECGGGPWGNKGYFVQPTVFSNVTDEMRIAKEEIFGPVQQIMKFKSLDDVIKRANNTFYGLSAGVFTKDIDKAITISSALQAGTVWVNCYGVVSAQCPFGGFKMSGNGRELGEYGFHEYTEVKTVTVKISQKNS
TRb-SRC2 inh: disrupts binding of human TR beta to SRC2. P10828. TRbeta-SRC2 peptide binding, fluorescence polarization; receptor liganded with 1 µM T3. Potency, µM (doses to about 106 µM), for inactives: at the top dose activity change, negative = inhibition, most hits filed as inhibitors. 280,000 tested, 0.065% active. AID 1469;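 also: plate controls were bound peptide for no effect and peptide without receptor for full effect; nearly all actives have a fitted effect of over 50% in size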
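Human TRb LBD (0.6 uM) plus Texas Red-labeled SRC2 peptide (20 nM), 1uM T3, 5% DMSO, 5 hr at ambient temperature. Decreased polarization (555/632 nm) flags inhibition; data normalized to free and bound peptide controls.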
* hit, by the source's call; i = inactive; ? = inconclusive; nt = no result given; [ ] = another dose, or the depositor's remark. Unless noted, calls follow the shape of the dose curve; as a rule, active = well fitted curve in the direction sought with a large enough effect; inconclusive = small, poorly fitted or top-dose-only effect, or another doubt; inactive = no such curve, though single readings can be large; an effect the other way counts as inactive or inconclusive. Potency is read from the fitted curve at half-maximal effect.

Structure	TR SRC2 fluor cs	GoLoco inh red	RECQ1 inh	JMJD2E inh	Lamin A splicing	SMN2 splice up	ALDH1A1 inh	TRb-SRC2 inh
CC(=O)CC(=O)Nc1ccc(C(N)=O)cc1	1%	8%	-13%	?	nt	nt	2%	1%
COc1ccc(-n2c(CCc3ccccc3)nnc2SCC(=O)NCc2ccccc2)cc1	-1%	-2%	-2%	3%	5%	11%	?	4%
Cc1ccc(C(=O)NC(=S)Nc2ccccc2C(F)(F)F)cc1C	0%	8%	-6%	6%	-3%[0.0737 µM]	-17%	4.5µM*	-4%
CN1C(=O)/C(=N/OC(=O)c2ccccc2Br)c2ccccc21	-1%	10%	-9%	2%	nt	-24%	?	-5%
CCC(CC)n1[nH]c(=O)cc1N	1%	9%	-3%	-18%	1%	11%	2%	-9%
COc1ccc(OCC(=O)NNC(=O)c2cccs2)cc1	-3%	0%	i	2%	15%	-5%	6%	-1%
Cc1cc(C(=O)Nc2c(C)n(C)n(-c3ccccc3)c2=O)c2ccccc2n1	1%	8%	-9%	8%	16%	10%	11%	0%
CCCCNC(=S)N(C)N=C1CCC(c2ccccc2)CC1 (configuration not stated)	-1%	4%	i	-3%	?	-21%	0.63µM*	0%
Cn1c(=O)c2ncn(CC(=O)O)c2n(C)c1=O	0%	1%	i	-1%	?	nt	8%	-4%
Cc1cc(=O)n2cccc(O)c2n1	-1%	6%	i	?	?	4%	?	0%
CC(C)C(=O)NC(c1ccccc1)c1cc([N+](=O)[O-])c2cccnc2c1O (configuration not stated)	-6%	4%	-6%	?	?	-91%[inhibitor]	-6%	10%
COc1ccc(-n2nc3cc(C)c(NC(C)=O)cc3n2)cc1	1%	13%	i	?	-3%[46 µM]	1.6µM*	?	-2%
CCCCNc1nc(N)ncc1[N+](=O)[O-]	0%	-4%	-2%	2%	nt	nt	3%	0%
O=C(c1cccc(F)c1)N1CCC2(CC1)CN(C(c1ccccc1)c1ccccc1)C2	nt	9%	-8%	nt	nt	-21%	?	nt
CC(=O)ON1C(C)(C)Cc2noc(N)c2C1(C)C	-3%	0%	-14%	4%	7%	-2%	9%	2%
COc1ccc(C)cc1Cn1c(S(C)(=O)=O)nc2ccccc21	-5%	6%	-1%	-18%	?	-8%	-6%	-1%
CC1CCN(C(=O)COc2ccccc2F)CC1	-8%	-3%	-2%	0%	2%	5%	-6%	1%
COc1cc(/C=C(\C#N)C(=O)NCC2CCCO2)ccc1OCC(N)=O (configuration not stated)	-8%	8%	14%	-29%	14%[46 µM]	nt	-7%	-3%
CC(C)(C)c1ccc(C(=O)NCC(=O)OCC(=O)Nc2ccccc2[N+](=O)[O-])cc1	-2%	5%	7%	1%	5%	3%	6.3µM*	-4%
Cc1ccccc1C(=O)Nc1ccccc1Sc1ccccc1	-7%	-3%	-6%	-2%	1%	0%	-4%	0%
O=C(c1ccc(S(=O)(=O)Nc2ccc(F)cc2)cc1)N1CCN(C(=O)c2ccco2)CC1	2%	-4%	21%	-1%	?	-55%[inhibitor]	?	-17%
COc1cccc(C2C(C#N)=C(N)N(c3ncn[nH]3)C3=C2C(=O)CCC3)c1 (configuration not stated)	-5%	8%	0%	11%	3%	-4%	12%	-5%
CCc1cccc(C)c1NC(=S)N1CCCCC1c1cccnc1 (configuration not stated)	-2%	10%	-3%	3%	nt	nt	nt	-7%
CS(=O)(=O)N1Cc2ccccc2CC1C(=O)OCC(=O)Nc1ccc2ccccc2c1 (configuration not stated)	-2%	22%	-16%	4%	18%	-4%	-6%	-5%
Nc1nc(SCC(=O)N2CCCc3ccccc32)[nH]c(=O)c1-c1ccccc1	1%	0%	5%	-7%	-7%	?	22µM*	-2%
COCCSc1ccccc1C(=O)Nc1nnc(C)s1	-4%	-8%	-5%	-2%	4%	27%	-12%	-6%
COc1cccc(-c2cncnc2N(C)Cc2ccco2)c1	nt	-2%	-5%	nt	14%	nt	?	nt
Cc1nc(NCC2CC2)c2nnn(Cc3ccccc3)c2n1	-5%	1%	0%	?	nt	nt	-11%	2%
Cc1csc(SCc2ccc(C(=O)O)cc2)n1	2%	-2%	-1%	8%	13%	-1%	7%	-19%
FC(F)(F)c1ccccc1-c1nc(NCc2cccnc2)c2ccccc2n1	nt	7%	0%	nt	0%	nt	4%	nt
CCOc1ccccc1Nc1nc2ccccc2[nH]1	0%	10%	i	1%	-7%	?	18%	-4%
NC(=O)COC(=O)/C=C/c1ccc(S(=O)(=O)N2CCCCCC2)cc1	0%	5%	-12%	17%	?	2%	-15%	-2%
c1ccc(CSc2ncnc3c2sc2nc(N4CCOCC4)c4c(c23)CCCC4)cc1	0%	4%	5%	?	2%	-6%	?	8%
O=C(O)CNS(=O)(=O)/C=C/c1ccccc1	-1%	-19%	-1%	2%	?	-13%	-9%	-3%
CN(C)C(=O)N1CCCC(C(=O)NCCc2ccccc2)C1 (configuration not stated)	2%	-2%	-2%	3%	-4%	22%	?	-17%
Cc1cc(C)nc(N2CCN(c3nnnn3-c3ccccc3)CC2)n1	-3%	0%	i	4%	-5%	14%	22µM*	-15%

Among those listed so far, two contain a CF3 group:
Structure	TR SRC2 fluor cs	GoLoco inh red	RECQ1 inh	JMJD2E inh	Lamin A splicing	SMN2 splice up	ALDH1A1 inh	TRb-SRC2 inh
Cc1ccc(C(=O)NC(=S)Nc2ccccc2C(F)(F)F)cc1C	0%	8%	-6%	6%	-3%[0.0737 µM]	-17%	4.5µM*	-4%
FC(F)(F)c1ccccc1-c1nc(NCc2cccnc2)c2ccccc2n1	nt	7%	0%	nt	0%	nt	4%	nt

Complete entries, looked up by structure. Order of values: TR SRC2 fluor cs, GoLoco inh red, RECQ1 inh, JMJD2E inh, Lamin A splicing, SMN2 splice up, ALDH1A1 inh, TRb-SRC2 inh
Cc1csc(SCc2ccc(C(=O)O)cc2)n1 in the list: 2%, -2%, -1%, 8%, 13%, -1%, 7%, -19%
Nc1nc(SCC(=O)N2CCCc3ccccc32)[nH]c(=O)c1-c1ccccc1 in the list: 1%, 0%, 5%, -7%, -7%, ?, 22µM*, -2%

Later entries
Structure	TR SRC2 fluor cs	GoLoco inh red	RECQ1 inh	JMJD2E inh	Lamin A splicing	SMN2 splice up	ALDH1A1 inh	TRb-SRC2 inh
CCN1CCN(C(=O)c2ccc(Sc3ccccc3Cl)c([N+](=O)[O-])c2)CC1	-1%	4%	10%	-2%	?	-24%	?	-2%
Cn1nc(C(=O)Nc2sccc2C(N)=O)ccc1=O	-4%	13%	14%	-15%	-1%	-3%	-9%	-16%
O=C(CSCc1ccc(Cl)cc1)NN=C1CCCCCC1	-1%	-4%	-13%	7%	-3%	6%[1.84 µM]	14µM*	-11%
Cc1onc(-c2ccccc2)c1C(=O)N1CCC(C)CC1	-1%	-7%	-6%	0%	4%	19%	2%	2%
O=C(NNC(=O)C1CCN(Cc2ccccc2)CC1)c1cccs1	-1%	1%	i	0%	-3%[46 µM]	-6%	12%	-4%
c1ccc(-c2nnc(SCc3nc4ccccc4[nH]3)n2Cc2ccco2)cc1	3%	14%	i	-20%	6%	-14%	?	-16%
Cc1cc2oc(=O)cc(CSc3nnc(-c4cccs4)o3)c2cc1C(C)C	0%	2%	3%	4%	-13%	-64%[inhibitor]	10%	12%
CC(C)NC(=S)N1CCN(c2ncccn2)CC1	-6%	1%	-1%	-2%	?	6%	-2%	-1%
Cc1cc(-c2n[nH]c(=S)n2/N=C/C=C/c2ccco2)n[nH]1	-2%	9%	-26%	-28%	nt	nt	nt	-4%
Cc1ccc2cccc(OCC(=O)N3CC(C)CC(C)C3)c2n1 (configuration not stated)	0%	-1%	-2%	?	?	11%	3%	9%
Cc1ccc(CNC(=O)CCc2ccc(S(=O)(=O)NCC(C)C)cc2)cc1	0%[53 µM]	2%	-14%	1%	-8%[46 µM]	nt	-2%	-3%[53 µM]
Cc1oc(-c2ccc(Cl)cc2)nc1CN1CCCC(C(=O)N2CCN(C(=O)c3ccco3)CC2)C1 (configuration not stated)	1%	6%	-7%	6%	?	-88%[inhibitor]	-8%	-2%
CC(OC(=O)c1cccc(N2C(=O)c3ccccc3C2=O)c1)C(=O)Nc1ccc(N(C)C)cc1 (configuration not stated)	-2%	-18%	-5%	-3%	2%	15%	-3%	-3%
CCc1ccc(-c2ccc(SCC(=O)NCC3CCCO3)nn2)cc1 (configuration not stated)	1%	6%	8%	-4%	-10%[46 µM]	14µM*	3%	-5%
CC1CCCCN1C(=O)COC(=O)/C=C/c1ccc2ccccc2n1 (configuration not stated)	2%	5%	-1%	?	?	-20%	?	-3%
C#CCOc1nc2c(c(=O)n(C)c(=O)n2C)n1Cc1ccccc1	-3%	6%	13%	-3%	nt	nt	nt	2%
COC(=O)c1cc(C(=O)OCC(=O)NCc2ccc3c(c2)OCO3)cc([N+](=O)[O-])c1	-1%	3%	i	7%	5%	12%	-5%	0%
CCN(CC)S(=O)(=O)c1cccc(C(=O)Nc2cccc(C)c2)c1	0%	9%	-3%	-1%	?	7%	-9%	-12%
CCCCC1N2CC3([N+](=O)[O-])CN1CC([N+](=O)[O-])(C2)C3(C)C (configuration not stated)	2%	11%	-1%	-2%	-5%	9%	2%	-1%
CC(=O)C1=C(C)NC(=O)NC1c1ccccc1OCC(=O)NCCc1ccccc1 (configuration not stated)	-4%	-5%	i	-5%	8%	-6%	4%	-4%
O=C(Oc1cccc2cccnc12)c1ccco1	-2%	5%	-1%	?	7%	8%	7%	-12%
COc1ccc2nc(NCCO)[nH]c2c1	-7%	-7%	-4%	2%	-4%	7%	?	-3%
Cc1ccc(C(=O)N2CCN(c3ccc([N+](=O)[O-])c(N4CCOCC4)c3)CC2)cc1	-4%	-6%	-15%	-3%	-13%	11%	?	-6%

An excerpt (hit frequency here may not be typical).
